Screening results: PubChem BioAssay, several laboratories
GPR55 activation: GPR55 agonists via beta-arrestin recruitment, primary screen, imaging, U2OS cells, beta-arrestin-GFP redistribution (AID 1961); 290,000 tested, 0.048% active; one-dose activation, % at 10 µM; EC50 in µM for titrated hits; U2OS GPR55 beta-arrestin-GFP redistribution imaging; higher % means a stronger effect; G-protein coupled receptor 55 (Homo sapiens);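 active = activation above 40% with more than 50 cells counted in the well; inconclusive = wells holding fewer than 50 cells, flagged as toxic or sparse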;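 note: U2OS osteosarcoma cells stably expressing GPR55 and beta-arrestin-GFP; plate controls were DMSO negative control for no effect and LPI positive control for full effect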
NOD1 NF-kB reporter: NOD1 signaling inhibitors, primary screen, cell-based, luminescence, uHTS (AID 1578); NOD1-driven NF-kB luciferase reporter cells, luminescence; higher % means a stronger effect; inhibition, % at 4 µM; hits with a dose series show EC50 in µM; 290,000 tested, 1% active; in the data active = inhibition mostly above about 36%, no sharp cut-off; inactive = mostly below about 34%;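 note: HEK-293T reporter cells stimulated with the NOD1 agonist gamma-tri-DAP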
P. falciparum M17LAP: P. falciparum M17LAP inhibitors, primary screen, biochemical, fluorogenic H-Leu-NHMec substrate, 1536-well (AID 1619); Leucine aminopeptidase (Plasmodium falciparum (isolate 3D7)); recombinant M17LAP, H-Leu-NHMec fluorogenic kinetic assay; higher % means a stronger effect; inhibition, % at 30 µM, or IC50 in µM where a hit was titrated; 220,000 tested, 0.38% active;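 active = compound inhibiting the enzyme by more than half at any dose during confirmatory dose-response retesting; inconclusive = strong single-dose inhibitors picked by rank but not retested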;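 note: plate controls were full reaction with DMSO carrier for no effect and no enzyme background for full effect; strong numbers were not always called active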
KOR beta-arrestin-1: KOR agonists, beta-arrestin recruitment, primary screen, cell-based, luminescence, uHTS (AID 1777). 280,000 tested, 0.02% active. one-dose activation, % at 10 µM; EC50 in µM for titrated hits. KOR beta-arrestin recruitment, luminescence; higher % means a stronger effect. Kappa-type opioid receptor (Homo sapiens); in the data active = activation above about 50%, passing the limit was not always enough; note: a part of the inactive calls stands beside numbers as strong as those of hits
M1AAP inhibition: P. falciparum M1AAP inhibitors, biochemical, fluorogenic H-Leu-NHMec substrate, 1536-well (AID 1445) | Aminopeptidase N (Plasmodium falciparum (isolate 3D7)) | recombinant M1AAP, H-Leu-NHMec fluorogenic kinetic assay; higher % means a stronger effect | one-dose inhibition, % at 30 µM; IC50 in µM for titrated hits | 220,000 tested, 0.42% active;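 active = primary inhibition above the hit cutoff, then over 50% inhibition at one or more dose response concentrations, cut at about 23% in these data, passing the limit was not always enough; inconclusive = conflicting primary data, or primary hits not chosen for dose response; inactive = low primary inhibition, or under 50% at every dose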;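 note: plate controls were DMSO full reaction for no effect and no enzyme background for full effect; strong numbers were not always called active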
Dynein cargo inh: inhibitors of GR-EGFP nuclear translocation, primary screen, dynein cargo transport inhibitor project, imaging, high-content, 3617.4 mouse cells; test concentration mostly 20 µM; stimulated with dexamethasone, 1 µM; active compounds read low; z-score, hits read low; 220,000 tested, 0.47% active; AID 1381, 2008;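 active = plate z-score of nuclear minus cytoplasmic receptor signal below a set negative limit, without overly bright fluorescence or cell loss, cut at about -3.5 in these data, passing the limit was not always enough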;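 note: z-score of nuclear minus cytoplasmic ring GR-EGFP intensity difference per well; some compounds called inactive have numbers as strong as hits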
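medium = tetracycline-free induction medium containing charcoal-stripped FBS | also added = 1.0 µM final dexamethasone stimulus | schedule = 48 h induction, 1 h compound, 30 min dex at 37 °C | technique = fixed, Hoechst-stained cells imaged at 10x for EGFP | measure = GR-EGFP nuclear translocation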
KOR beta-arrestin-2: KOR antagonists, beta-arrestin recruitment, cell-based, luminescence, uHTS (AID 1778) | Kappa-type opioid receptor (Homo sapiens) | 290,000 tested, 0.091% active | one-dose inhibition, % at 10 µM; IC50 in µM for titrated hits | KOR beta-arrestin recruitment, luminescence, antagonist mode; higher % means a stronger effect; note: strong numbers were not always called active
AID2073: inhibitors of Mint1-CaV2.2 protein interaction, biochemical, HTRF (AID 2073) | Voltage-dependent N-type calcium channel subunit alpha-1B (Homo sapiens) | HTRF protein-protein interaction, Mint1-CaV2.2; higher % means a stronger effect | one-dose inhibition, % at 20 µM; IC50 in µM for titrated hits | 290,000 tested, 0.19% active; in the data active = inhibition mostly above about 51%, no sharp cut-off; inconclusive = no clear call, values can overlap the other calls; inactive = mostly below about 53%; note: some results filed as inactive read as strong as hits
NOD2 inhibition: NOD2 signaling inhibitors, cell-based, luminescence, uHTS, HEK293 (AID 1566) | HEK293 NOD2/NF-kB luciferase reporter, luminescence; higher % means a stronger effect | one-dose inhibition, % at 4 µM; EC50 in µM for titrated hits | 290,000 tested, 0.63% active; note: many of its hits are not listed in these tables
Dynein cargo inh cytoplasmic EGFP: second read-out of Dynein cargo inh, no call of its own (marks repeat the call); z-score; measured here: cytoplasmic GR-EGFP intensity; active compounds read high
Dynein cargo inh nuclear GR-EGFP: recorded beside Dynein cargo inh, whose call it bears; z-score; measured here: nuclear GR-EGFP intensity;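 lower value marks the stronger effect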
Dynein cargo inh cell count: second read-out of Dynein cargo inh, no call of its own (marks repeat the call); z-score; measured here: cell count per field
* marks the source's active call; other numbers are inactive results; ? = inconclusive; · = no result given; [ ] = dose if it differs, or a comment. Cut-off read from the data, not from the text of the source, unless noted: active = inhibition above about 50%; inactive = the rest.

SMILES	GPR55 activation	NOD1 NF-kB reporter	P. falciparum M17LAP	KOR beta-arrestin-1	M1AAP inhibition	Dynein cargo inh	Dynein cargo inh cytoplasmic EGFP	Dynein cargo inh nuclear GR-EGFP	Dynein cargo inh cell count	KOR beta-arrestin-2	AID2073	NOD2 inhibition
O=C(N/N=C/c1ccncc1)c1ccc(COc2cccc3cccnc23)cc1	1.4%	-24.5%	8.9%	1.2%	5.2%	-1.04	0.116	-0.437	1.34	-37.1%	24.6%	-0.9%
COc1ccc2nc3c(nc2c1)CCCC3	-0.1%	-13.4%	·	1.2%	·	·	·	·	·	5.4%	12.2%	-10.1%
N=c1sccn1CC(=O)NC(c1ccccc1)c1ccccc1	0.0%	-44.9%	-1.1%	-0.6%	-2.2%	-0.824	-0.266	0.0998	0.911	7.9%	-0.9%	-1.4%
CC(=O)c1c(C)[nH]c2ccccc2c1=O	0.8%	·	-0.5%	2.0%	1.1%	-0.277	-0.375	0.0165	0.325	2.9%	2.3%	4.6%
CCCC12CN3CC(C)(CN(C1)C3c1ccc(OC(C)C)cc1)C2=O (stereo not drawn)	-0.1%	-5.4%	9.0%	-4.9%	-0.2%	-0.784	-0.178	-0.521	1.45	13.7%	0.4%	-0.7%
COc1ccc(Br)cc1C(=O)Nc1ccc(NC(=O)c2ccco2)cc1	0.6%	-12.0%	-12.6%	0.2%	4.6%	-0.791	-0.127	-0.464	0.884	0.1%	11.3%	10.7%
C/C(=N\NC(=O)c1nnn(-c2nonc2N)c1-c1ccc2c(c1)OCO2)c1cccs1	-0.1%	-21.3%	·	-0.6%	·	·	·	·	·	-7.9%	28.3%	17.6%
CC(=O)c1cccc(NC(=O)C(C)OC(=O)CNC(=O)c2ccc(C)s2)c1 (stereo not drawn)	-0.3%	-53.7%	-4.7%	-1.1%	5.7%	0.153	-0.323	0.406	-0.0984	-2.9%	9.7%	-4.7%
CC1(C)CC(N(Cc2ccc(F)cc2)C(=O)c2ccc(F)cc2)CCO1 (stereo not drawn)	-0.1%	1.6%	0.2%	0.3%	9.5%	-0.764	-0.253	-0.417	1.03	6.2%	-1.0%	21.4%
COc1ccc(CCNS(=O)(=O)c2cccc([N+](=O)[O-])c2)cc1	0.3%	9.4%	·	5.6%	·	·	·	·	·	-26.2%	0.6%	9.8%
Cc1cc(Br)c2c(c1)C(O)(N1CCCCC1C)C(=O)N2 (stereo not drawn)	0.0%	-7.9%	14.0%	-3.9%	-0.6%	0.113	-0.254	-0.345	0.0299	·	15.9%	-6.6%
Cc1ccc(NS(=O)(=O)c2ccc3c(c2)oc(=O)n3C)cc1	0.3%	11.3%	·	-2.1%	·	·	·	·	·	-46.3%[20 µM]	1.4%	21.6%
COc1ccc(C(=O)NC(=S)Nc2ccc(Cl)cn2)cc1OC	0.6%	-0.5%	14.0%	6.0%	11.0%	0.171	-0.324	-0.43	0.384	-83.0%[20 µM]	-3.6%	19.7%
Cc1cc(SCC#N)n2nc(C)c(-c3ccc(Cl)cc3)c2n1	-0.1%	24.5%	4.5%	0.3%	2.6%	0.816	-0.0132	0.829	0.321	25.9%	3.0%	10.4%
CN1CCN(CC(O)Cn2c3ccccc3c3ccccc32)CC1 (stereo not drawn)	0.5%	-1.5%	·	3.7%	·	·	·	·	·	-4.8%	9.9%	0.7%
COc1cccc(OC)c1C(=O)Nc1ccc(N2CCN(C(=O)c3cccs3)CC2)cc1	-0.2%	-8.4%	·	-2.4%	·	·	·	·	·	-14.4%	-3.8%	13.0%
NC(=O)C(=O)N/N=C/c1cccc(C(F)(F)F)c1	0.5%	-33.5%	5.1%	-3.7%	0.8%	-0.746	-0.257	-0.0419	0.693	17.6%	8.2%	8.5%
Cn1c(=NCC(O)COc2ccccc2)sc2ccccc21 (stereo not drawn)	-0.1%	-46.9%	-4.8%	-4.9%	0.0%	-1.27	-0.0125	-0.332	0.457	7.5%	1.9%	-17.6%
COc1ccc(CCC(N)=O)cc1OC	0.0%	-4.7%	-10.9%	1.7%	-9.0%	0.883	0.0598	0.62	-0.0492	-31.9%	-43.4%	-10.2%
CC1COC(Cn2c3ccccc3c3ccccc32)O1 (stereo not drawn)	-0.1%	0.5%	-5.3%	-2.2%	2.4%	-0.0444	-0.185	0.0848	0.246	8.6%	1.1%	13.4%
CC(=O)NC1CCN(CC(=O)Nc2cccc([N+](=O)[O-])c2)CC1	-0.2%	-17.5%	-5.6%	2.6%	1.5%	-0.415	-0.295	0.122	-0.039	-15.1%	7.1%	0.8%
CCOc1ccc(NC(=S)Nc2ccc(OC)cc2)cc1	-0.1%	-7.6%	-2.6%	-5.0%	-2.6%	-1.09	-0.34	-0.226	0.386	-19.9%[20 µM]	-3.8%	0.2%
CCOC(=O)c1cnn(-c2cc(C)nc3c(-c4ccccc4)c(C)nn23)c1N	-0.1%	-27.4%	2.2%	-2.4%	-0.1%	-0.354	-0.154	0.0944	0.445	37.6%	25.2%	6.1%
Cc1ccnc(NS(=O)(=O)c2ccc(NS(=O)(=O)c3cccs3)cc2)n1	-0.1%	-29.9%	-9.7%	-5.1%	-1.1%	1.29	-0.236	1.14	0.402	10.4%	3.3%	9.0%
CCn1c(SCC(=O)NCCc2ccccc2)nnc1-c1cccs1	-0.2%	3.8%	3.0%	-0.4%	8.2%	-0.417	-0.237	-0.0554	2.04	6.0%	-0.5%	-2.3%
COc1cccc(NC(=O)N2CCN(C(=O)C(Cc3ccc(OC)c(OC)c3)NC(C)=O)CC2)c1 (stereo not drawn)	-0.3%	-4.5%	-4.8%	2.7%	3.6%	-0.495	-0.265	-0.138	1.24	-16.0%	4.8%	18.4%
O=C(CC(Nc1cccc(Cl)c1Cl)C(=O)O)c1ccccc1 (stereo not drawn)	-0.1%	-26.5%	14.2µM*	-6.7%	6.7%	-1.39	0.164	-0.686	0.942	-21.9%[20 µM]	25.0%	8.9%
COc1ccc(CN2CCN(C(=O)CN3C(=O)C4C5C=CC(C5)C4C3=O)CC2)c(OC)c1OC (stereo not drawn)	-0.1%	-25.9%	1.2%	-0.6%	0.6%	-0.654	-0.325	-0.265	0.392	28.6%	5.3%	18.4%
O=C(CNC(=O)c1ccccn1)N/N=C/c1ccc2c(c1)OCO2	-0.3%	-25.0%	18.9%	-5.7%	2.4%	-0.124	-0.377	-0.356	-0.118	-7.9%	-1.6%	-3.3%
CC(=O)Nc1nonc1-c1nc2ccccc2n1CCC#N	0.7%	-14.4%	-5.8%	0.8%	1.2%	-0.206	-0.208	0.0931	0.0521	-3.0%	?	0.4%
CNC(=S)Nc1cc(OC)c(NC(=O)c2ccco2)cc1OC	0.0%	-15.1%	-20.5%	·	4.3%	2.01	-0.175	1.27	-1.66	1.5%[20 µM]	-13.3%	7.2%
O=C(NC1CCCCC1)C1CN(S(=O)(=O)c2ccccc2)CCN1S(=O)(=O)c1ccccc1 (stereo not drawn)	-0.1%	2.5%	7.0%	·	2.1%	-0.662	-0.277	-0.262	0.107	15.7%	0.8%	20.9%
Cc1cc(C)n(CCN(C)C(=O)c2cc(COc3c(F)cccc3F)on2)n1	0.0%	-20.1%	-5.3%	-5.1%	0.0%	-0.738	-0.152	-0.219	0.646	-9.2%	4.0%	1.0%
CCOC(=O)c1ccccc1N1C(=O)CSC1=S	0.6%	-3.8%	-1.6%	-2.1%	0.3%	0.077	-0.216	0.379	-0.831	-18.4%	-13.2%	6.0%
COC(=O)C(NC(C)=O)(Nc1ccc(C)cn1)C(F)(F)F (stereo not drawn)	0.2%	4.8%	-11.9%	-4.7%	-5.7%	0.896	-0.225	0.432	-0.347	2.2%	-6.4%	-15.4%
COc1cc(Cl)c(S(=O)(=O)NCCCN2CCOCC2)cc1Cl	-0.1%	-9.1%	-5.6%	-1.8%	1.5%	-1.25	-0.239	-0.387	0.375	7.3%	-0.9%	-7.9%
Cc1cccc(C(=O)Nc2ccc(S(=O)(=O)N3CCOCC3)cc2)c1[N+](=O)[O-]	-0.2%	-21.0%	·	-7.2%	·	·	·	·	·	1.7%[20 µM]	-4.9%	5.8%
COc1ccccc1NC(=O)Cn1nc(-c2ccc3c(c2)OCCO3)ccc1=O	-0.1%	11.9%	·	-2.6%	·	-0.33	-0.281	0.032	0.639	15.1%[20 µM]	0.7%	32.5%
Oc1ccc(-c2nnc(Nc3cccc(O)c3)c3ccccc23)cc1	-0.1%	-2.9%	9.9%	·	3.8%	1.7	-0.229	0.849	-0.275	2.3%	1.4%	-3.3%
Cc1ccc(C2(C)NC(=O)N(CC(=O)Nc3cccnc3Cl)C2=O)cc1 (stereo not drawn)	-0.4%	-23.9%	4.1%	28.3%	-5.8%	2.5	-0.163	0.851	-0.991	5.5%	-6.0%	0.0%
Cc1c(Cl)cccc1NC(=O)CN1CCN(CCO)CC1	-0.2%	-19.2%	1.1%	-5.1%	11.1%	-0.424	-0.28	0.119	-0.166	17.3%	6.3%	3.9%
CCc1cc(=O)oc2cc(C)cc(OC(C)C(=O)NCC(O)c3ccccc3)c12 (stereo not drawn)	-0.2%	-3.5%	·	-2.8%	·	·	·	·	·	-9.5%	15.6%	3.3%
COc1ccc(-n2c(C)cc(C(=O)CN3CCCCC3)c2C)cc1	1.5%	11.7%	23.7%	2.9%	6.7%	-0.638	-0.091	-0.688	0.209	-12.0%	5.8%	-0.6%

Some of the compounds tested (hit frequency here may not be typical).
